Bioassay records from PubChem.
CXCR6 block = blocks human CXCR6 beta-arrestin recruitment; CHO-K1 PathHunter CXCR6 beta-arrestin, luminescence; O00574; hit rate 0.36% among 360,000; inhibition, % at 20 µM; AID 602244; in the data active = inhibition above about 34%, passing the limit was not always enough;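 note: antagonist mode with CXCL16 agonist at 10 nM final; 0% = 10 nM CXCL16 with DMSO and 100% = unstimulated wells without agonist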
Target sequence (O00574 whole entry, looked up): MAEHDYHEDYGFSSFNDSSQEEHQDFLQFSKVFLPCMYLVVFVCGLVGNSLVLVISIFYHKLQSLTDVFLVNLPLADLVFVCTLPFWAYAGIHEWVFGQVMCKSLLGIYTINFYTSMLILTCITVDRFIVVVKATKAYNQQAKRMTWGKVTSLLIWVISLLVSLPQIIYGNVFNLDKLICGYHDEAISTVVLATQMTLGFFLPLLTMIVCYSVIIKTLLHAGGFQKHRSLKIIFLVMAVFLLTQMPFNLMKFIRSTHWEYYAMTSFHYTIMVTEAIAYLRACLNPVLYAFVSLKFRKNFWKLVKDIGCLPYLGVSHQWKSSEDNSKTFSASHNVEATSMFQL
CCR6 antagonist = antagonists of human CCR6 receptor | P51684 | CHO-K1 CCR6 PathHunter beta-arrestin, luminescence, CCL20-stimulated | inhibition, % at 20 µM | hit rate 0.49% among 340,000 | AID 493098;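 active = compounds whose inhibition of the agonist-driven luminescence signal at 20 µM reaches about 50%, limit read from the data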;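 note: cells stimulated with CCL20 at 14 nM final; plate controls were DMSO with CCL20 for no effect and DMSO without agonist for full effect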
XBP1 UPR activ = adaptive UPR (XBP1) activation; CHO-XBP1 luciferase reporter, IRE1-XBP1 UPR activation, luminescence; percent of tunicamycin response, DMSO as zero; activation, % at 20 µM; hit rate 0.33% among 330,000; AID 463104;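 active = versus positive control, 20 µM dose yields 30% or more activation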;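 note: 100% = tunicamycin at 10 µg/mL and 0% = DMSO only wells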
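Material: IRE1-XBP1 luciferase reporter CHO line / Quantity: one thousand reporter cells per well / Buffer or medium: F12 with 10% serum / Compound: 20 µM single concentration, DMSO 1% / Times: 6 h treatment, 37 °C / Detection: Steady-Glo luciferase glow luminescence, 10 min after reagent addition / Benchmarks: tunicamycin high, DMSO low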
Mdm2-MdmX inh = human Mdm2/MdmX binding inhibition; O15151+Q00987; SaOS-2 split-luciferase Mdm2/MdmX complementation, luminescence; inhibition, % at 8 µM; hit rate 3% among 330,000;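 active = inhibition of at least 50% at 8 µM in the primary screen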
EBI2 block = antagonists of human EBI2 receptor | P32249 | inhibition, % at 5 µM | hit rate 0.81% among 360,000 | EBI2 beta-arrestin recruitment, luminescence, 7a,25-OHC stimulated; in the data active = inhibition above about 38%;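 note: enzyme fragment complementation signal reports receptor beta-arrestin coupling in cells; 0% = agonist plus DMSO wells and 100% = wells without agonist; some results beyond the cut were filed as inactive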
Target sequence (P32249 whole entry, looked up, the tested form may be a part): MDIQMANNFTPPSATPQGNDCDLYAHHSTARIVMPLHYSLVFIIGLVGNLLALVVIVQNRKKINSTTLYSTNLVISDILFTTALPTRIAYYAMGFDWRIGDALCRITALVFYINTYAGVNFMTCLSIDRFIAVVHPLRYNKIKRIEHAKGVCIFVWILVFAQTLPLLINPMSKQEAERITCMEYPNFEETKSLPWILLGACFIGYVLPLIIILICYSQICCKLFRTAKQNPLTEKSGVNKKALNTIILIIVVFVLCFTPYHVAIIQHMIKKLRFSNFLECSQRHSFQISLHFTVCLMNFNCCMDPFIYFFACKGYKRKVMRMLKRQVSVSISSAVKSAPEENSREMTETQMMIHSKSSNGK
697 NFkB inh = inhibitors of the PMA/ionomycin-induced NF-kB reporter in 697 B cells. AID 435022. inhibition, % at 4 µM. 697 B-cell NF-kB luciferase reporter, 16 h. hit rate 0.33% among 330,000; in the data active = inhibition above about 35%
Gli-Sufu block = blocks Gli-Sufu signaling in a luciferase reporter; hit rate 0.74% among 340,000; Sufu-KO-LIGHT fibroblasts, Gli luciferase reporter luminescence; inhibition, % at 5 µM;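 active = inhibition above about 55%, limit read from the data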;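 note: 0% = DMSO-treated cells and 100% = wells with medium but no cells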
UPR CHOP act = activators of apoptotic arm of unfolded protein response (CHOP). CHO-CHOP luciferase reporter, UPR activation, luminescence; percent of tunicamycin response over DMSO baseline. activation, % at 10 µM. hit rate 0.34% among 330,000. AID 449763;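 active = at 10 µM dose, activation of 40% or more, normalized to positive control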;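 note: 100% = tunicamycin at 10 µg/mL and 0% = DMSO alone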
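measured by = luciferase luminescence | assay system = CHO-CHOP cells, stable luciferase reporter of PERK-eIF2a-CHOP signalling | amount = 500 reporter cells seeded per well | timing = 6 h compound exposure at 37 °C after overnight seeding | controls = positive tunicamycin 10 µg/mL, negative DMSO alone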
Jurkat NFkB inh = inhibitors of the PMA/ionomycin-induced NF-kB reporter in Jurkat cells; PMA/ionomycin-induced NF-kB luciferase reporter, luminescence; inhibition, % at 4 µM; hit rate 0.53% among 330,000; AID 435003; in the data active = inhibition above about 50%
The depositor's hits bear a star; · = not tested or not shown.

1: CC(=O)Nc1ccc(NC(=O)c2sc3nc4c(c(-c5ccc(C)cc5)c3c2N)CCC4)cc1
2: O=C(NCCN1CCN(C(=O)c2cccc(Br)c2)CC1)C(=O)NCc1ccccc1
3: O=S(=O)(c1cccc(S(=O)(=O)N2CCC(n3nnc4ccccc43)CC2)c1)N1CCCCC1
4: N/C(=N\OC(=O)Nc1cccc(C(F)(F)F)c1)c1ccno1
5: C=C(C)c1ccc(C(C)(C)NC(=O)N2CCN(C)CC2)cc1
6: CCC1Oc2ccc(C)cc2N(CC(=O)NCCC2=CCCCC2)C1=O (stereo unspecified)
7: CCC(=O)Nc1nc(C)nc(C)c1C(C)=O
8: COC(c1ccccc1)c1nnc(CCC(=O)NCCC(C)C)o1 (stereo unspecified)

screen / no.	1	2	3	4	5	6	7	8
Mdm2-MdmX inh	36	29	-4	-5	27	9	-5	8
EBI2 block	30	14	1	3	-3	14	7	1
XBP1 UPR activ	3	-4	0	0	0	0	-1	0
CXCR6 block	0	11	-6	3	-13	7	-4	-12
CCR6 antagonist	18	8	3	1	-7	4	-5	2
697 NFkB inh	-13	-5	3	1	25	9	3	7
Jurkat NFkB inh	13	8	-21	-12	-15	-4	-15	-7
Gli-Sufu block	3	0	10	-3	2	3	1	-4
UPR CHOP act	3.3	1.4	5.1	0.4	-1.1	-1.9	-2.1	-0.1

9: Cc1cc(C)cc(Oc2ccccc2/C=N\O)c1
10: CCCCCCN=C(C)c1ccccc1O
11: CC1(C)CC(=O)c2cn3c(nc2C1)nc1ccccc13
12: CCOC(=O)Cc1csc(NS(=O)(=O)c2ccccc2)n1
13: CCCCn1c(-c2csc(C(C)C)c2)n[nH]c1=S
14: Cn1c(Cl)c(C(=O)Nc2ccc(Cl)cc2)c2ccccc21
15: O=C(CCNS(=O)(=O)c1ccccc1)N1CCN(c2ccccc2F)CC1
16: COC(=O)C(C(=O)OC)c1ccc(N)cc1

screen / no.	9	10	11	12	13	14	15	16
Mdm2-MdmX inh	19	7	16	31	·	11	14	22
EBI2 block	7	-8	0	-6	-14	4	0	-4
XBP1 UPR activ	0	2	-2	-1	·	6	1	-2
CXCR6 block	-14	-6	2	6	6	9	2	-3
CCR6 antagonist	-9	5	1	3	-1	14	0	2
697 NFkB inh	20	8	-1	20	·	-47	24	6
Jurkat NFkB inh	0	9	7	6	·	35	-9	1
Gli-Sufu block	-1	-2	-14	-2	-2	2	-4	3
UPR CHOP act	-0.5	-1.3	-0.9	0.6	·	4.3	1.1	2.4

17: COc1ccc(NC2=CC(=O)CC(c3ccccc3)C2)cc1 (stereo unspecified)
18: COc1cccc(NC(=S)N/N=C2\CC3CCC2(C)C3(C)C)c1 (stereo unspecified)
19: O=C(O)c1cccnc1Br
20: O=C(Nc1ccc(Oc2cccnc2)cc1)C1CCN(Cc2cccc(Cl)c2)CC1
21: CN(C)N1C(N)=C(C#N)C(c2ccc(F)cc2)C2=C1CC(C)(C)CC2=O (stereo unspecified)
22: C#CCOCCOCCOCCNc1nc(N2CCOCC2)nc(N2CCN(C(=O)[C@H](C)n3cc(CCC(=O)O)nn3)CC2)n1
23: CSc1ccc(/C=C(/NC(=O)c2ccccc2)C(=O)NCCN2CCOCC2)cc1
24: COc1cc(OC)cc(C(=O)NCCCN2CCOCC2)c1

screen / no.	17	18	19	20	21	22	23	24
Mdm2-MdmX inh	-13	-34	-6	32	7	·	13	-15
EBI2 block	52*	22	1	0	-7	-16	-3	-3
XBP1 UPR activ	0	5	0	-5	-4	·	-3	1
CXCR6 block	12	40	10	13	-9	-9	-6	-3
CCR6 antagonist	5	55*	-4	25	4	4	4	9
697 NFkB inh	-4	-93	14	-14	9	·	4	12
Jurkat NFkB inh	0	-22	5	1	-9	·	9	5
Gli-Sufu block	3	-51	-7	17	3	8	-7	0
UPR CHOP act	0.3	4.2	-2.0	3.2	-0.8	·	1.0	-0.1

25: COc1ccc(C(=O)NC2CCCc3ccccc32)cc1[N+](=O)[O-] (stereo unspecified)
26: CC(=O)c1c(C(C)=O)c(C)n(-c2ccc(N)c(C)c2)c1C
27: OC(c1ccccc1)(c1ccccc1)c1ccn[nH]1
28: Nn1c(SCC(=O)Nc2ccc3c(c2)OCO3)nnc1C(F)(F)F
29: CCOc1cc(N2CCOCC2)c(OCC)cc1NC(=O)COC(=O)c1cccc2ccccc12
30: COc1ccccc1NC(=O)CSc1nnnn1C
31: Nc1c(C(=O)N/N=C/c2ccccc2)cnn1-c1ccccc1
32: Cc1nn(Cc2ccccc2)c2c1C(c1ccco1)C(C#N)=C(N)O2 (stereo unspecified)

screen / no.	25	26	27	28	29	30	31	32
Mdm2-MdmX inh	67*	12	6	4	24	-12	-52	28
EBI2 block	8	-4	1	0	55*	-7	-4	2
XBP1 UPR activ	0	0	0	-4	7	-1	1	-3
CXCR6 block	-2	-5	2	0	7	-3	-9	-2
CCR6 antagonist	6	3	3	4	-3	-19	3	5
697 NFkB inh	-27	-5	3	7	-51	-2	-125	6
Jurkat NFkB inh	54*	13	12	5	-19	-2	-97	5
Gli-Sufu block	1	-14	0	-1	12	·	-82	9
UPR CHOP act	0.8	-0.6	0.8	2.4	0.6	-0.3	5.3	0.3

Rewritten in markdown: two of the compounds above.
| cpd | SMILES | Mdm2-MdmX inh | EBI2 block | XBP1 UPR activ | CXCR6 block | CCR6 antagonist | 697 NFkB inh | Jurkat NFkB inh | Gli-Sufu block | UPR CHOP act |
| --- | --- | --- | --- | --- | --- | --- | --- | --- | --- | --- |
| 26 | CC(=O)c1c(C(C)=O)c(C)n(-c2ccc(N)c(C)c2)c1C | 12 | -4 | 0 | -5 | 3 | -5 | 13 | -14 | -0.6 |
| 27 | OC(c1ccccc1)(c1ccccc1)c1ccn[nH]1 | 6 | 1 | 0 | 2 | 3 | 3 | 12 | 0 | 0.8 |

(cont.)
33: O=C(c1ccc(NC2=NC3CS(=O)(=O)CC3S2)cc1)N(CCO)Cc1ccccc1 (stereo unspecified)
34: O=C(CSc1nnc(Cc2ccccc2)o1)NCCN1C(=O)CSC1=O
35: CCCOc1ccc(C(=O)C(CN2CCCC2)c2ccccc2)cc1 (stereo unspecified)
36: CC(NC(=O)COC(=O)C1(C)CC1(Cl)Cl)c1ccccc1 (stereo unspecified)
37: COc1ccc(CN2C(=O)c3cccnc3C2=O)cc1S(=O)(=O)NC1CCCCC1C (stereo unspecified)
38: COC(=O)C1CCN(CC(=O)NC(=O)Nc2ccccc2F)CC1
39: CCC1CCCCN1S(=O)(=O)c1ccc(S(=O)(=O)N(Cc2ccccn2)CC2CCCO2)cc1 (stereo unspecified)
40: O=C(Nc1ccc(F)cc1)c1ccccc1F

screen / no.	33	34	35	36	37	38	39	40
Mdm2-MdmX inh	8	-1	·	30	19	-1	7	27
EBI2 block	1	2	-81	6	-10	4	1	6
XBP1 UPR activ	-8	4	·	1	-1	-1	-4	2
CXCR6 block	11	2	4	-1	5	8	7	4
CCR6 antagonist	-9	-3	8	14	4	-1	10	4
697 NFkB inh	10	-3	·	7	-34	-4	0	-13
Jurkat NFkB inh	-3	-10	·	-5	-1	-6	-8	-30
Gli-Sufu block	5	-2	4	7	-2	4	6	-39
UPR CHOP act	1.5	1.2	·	0.4	-1.9	0.2	0.8	3.0

41: Cc1noc(C)c1COc1cccc(C(=O)N2CCN(C/C=C/c3ccccc3)CC2)c1
42: CC(NC(=O)C12CC3CC(CC(C3)C1)C2)c1ccc(F)cc1 (stereo unspecified)
43: COc1ccc(OCC(=O)Nc2ccc3c(c2)nc(CCN2CCOCC2)n3C)cc1
44: COc1ccc(-c2c(C)nc(N)nc2-c2ccc(OC)cc2O)cc1
45: Cc1cc(C)cc(NC(=S)NCc2ccc3[nH]c4c(c3c2)CCCC4)c1
46: CCNS(=O)(=O)c1ccc(CCC(=O)O)cc1
47: N#CC(C(=O)c1ccco1)c1ccccn1 (stereo unspecified)
48: CCCCCNS(=O)(=O)c1cc2c3c(c1)CCC(=O)N3CCC2

screen / no.	41	42	43	44	45	46	47	48
Mdm2-MdmX inh	24	-4	1	16	83*	-8	-12	21
EBI2 block	-10	6	5	74*	22	2	-17	-10
XBP1 UPR activ	1	-4	-2	-4	-2	-5	8	-4
CXCR6 block	-2	5	3	-8	-6	0	8	-7
CCR6 antagonist	7	12	19	7	13	-5	0	7
697 NFkB inh	-25	-7	1	4	-121	12	-17	-8
Jurkat NFkB inh	25	9	1	-7	0	-13	-19	15
Gli-Sufu block	9	-9	3	4	1	9	-9	9
UPR CHOP act	0.5	0.3	2.5	-1.7	-1.5	-0.8	-0.1	0.8

49: CCN1C(=O)C(CC(=O)N2CCN(C(c3ccccc3)c3ccccc3)CC2)N(CC)C1=O (stereo unspecified)
50: Cc1cc(C(=O)NNc2cc(Cl)ccc2Cl)no1
51: CCCn1nnnc1NC(=O)CSc1ccc(Cl)cc1
52: CN(CCC1CCOCC1)C(=O)c1cc(COc2c(F)cccc2F)on1
53: Cc1nc(NC(=O)COC(=O)[C@@H](NC(=O)c2ccco2)C(C)C)c(Cl)cc1Cl
54: CNc1ccc(C(O)(C(F)(F)F)C(F)(F)F)cc1C(O)(C(F)(F)F)C(F)(F)F
55: CC1(C)C(c2ccccc2)=[N+]([O-])C2(CCCCC2=O)N1O (stereo unspecified)

screen / no.	49	50	51	52	53	54	55
Mdm2-MdmX inh	-7	14	15	20	-10	-4	20
EBI2 block	3	-8	2	-2	-4	-72	-9
XBP1 UPR activ	-2	-2	1	-4	-3	0	-1
CXCR6 block	7	-4	0	-1	-6	10	-4
CCR6 antagonist	6	-4	-9	-4	1	10	-6
697 NFkB inh	-9	12	13	-1	5	-10	16
Jurkat NFkB inh	-10	6	13	3	4	-6	3
Gli-Sufu block	6	-13	0	5	-1	-4	0
UPR CHOP act	-1.5	-0.5	-1.9	1.1	1.9	-1.3	-0.8

Single entries from the results shown.
In CCR6 antagonist, `Cc1nc(NC(=O)COC(=O)[C@@H](NC(=O)c2ccco2)C(C)C)c(Cl)cc1Cl` is listed with 1
In UPR CHOP act, `CN(CCC1CCOCC1)C(=O)c1cc(COc2c(F)cccc2F)on1` is listed with 1.1
In UPR CHOP act, `CCN1C(=O)C(CC(=O)N2CCN(C(c3ccccc3)c3ccccc3)CC2)N(CC)C1=O` (stereo unspecified) is listed with -1.5
In Mdm2-MdmX inh, `Cc1cc(C(=O)NNc2cc(Cl)ccc2Cl)no1` is listed with 14
In XBP1 UPR activ, `CC1(C)C(c2ccccc2)=[N+]([O-])C2(CCCCC2=O)N1O` (stereo unspecified) is listed with -1
